# Bioassay records (PubChem)
# bIAP inh: bovine intestinal alkaline phosphatase inhibitors, primary screen, selectivity assay for TNAP inhibitor project, biochemical, bovine IAP, CDP-star luminescence. 190,000 tested, under 10 active. inhibition, % at 20 µM. purified bovine IAP, 30 min. AID 1019, 2008;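 active = over 50% inhibition of intestinal alkaline phosphatase at 20 µM in the single-dose screen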
#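 System: Purified bovine intestinal alkaline phosphatase (IAP) enzyme | Input: IAP diluted 1/65,000,000 in the well | Also added: CDP-star chemiluminescent phosphatase substrate, 30 µM final | Dosing: 20 µM single dose | Times: Enzyme reaction for 30 min at room temperature | Detection: Luminescence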
# RAM network inh: inhibitors of the yeast RAM network, primary screen, dse1pr::URA3 reporter, 5-FOA selection | 190,000 compounds, 1.8% hits | S. cerevisiae dse1pr::URA3 reporter, 5-FOA growth OD615, 2 d; analog-sensitive cbk1-as2 kinase mutant strain | AID 868, 2007 | inhibition, % at 50 µM;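 active = inhibition above a set limit, 3 SD over mean compound inhibition, cut at about 8.4% in these data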;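 also: 0% = DMSO-only wells with no growth and 100% = 10 µM 1-NA-PP1 full growth; inhibition rescues growth on 5-FOA so higher OD means more RAM inhibition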
# PPARg SRC2 recr: agonists of PPARg-SRC-2 recruitment, primary screen, biochemical, HTS. PPARgamma LBD-SRC-2 recruitment. activation, % at 8 µM. 200,000 compounds, 0.34% hits. AID 1032, 2008; in the data active = activation above about 22%;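 also: 0% = vehicle and 100% = reference agonist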
# PPARg SRC-1 ag: PPARgamma agonists recruiting SRC-1 coactivator, primary screen, biochemical | AID 631, 2007 | activation, % at 8 µM | 200,000 compounds, 0.41% hits | Peroxisome proliferator-activated receptor gamma (Homo sapiens), P37231 | PPARgamma-SRC-1 coactivator recruitment biochemical assay; in the data active = activation above about 19%;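 also: 0% = DMSO and 100% = reference agonist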
# HMGR II inh: inhibitors of E. faecalis class II HMGR, primary screen, biochemical, Enterococcus faecalis; HMG-CoA reductase (Enterococcus faecalis, mvaE); purified E. faecalis HMGR, NADPH absorbance 340 nm kinetic; inhibition, % at 10 µM; 190,000 compounds, 0.41% hits; AID 1066, 2008;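 active = inhibition above a set limit, the median over all tested compounds plus 3 SD, cut at about 9.5% in these data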;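 also: enzyme runs in reverse so mevalonate oxidation gives rising NADPH absorbance; 0% = complete reaction with DMSO and 100% = background rate lacking mevalonate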
# TR-FRET SRC-2 ct: TR-FRET signal artefacts, primary screen, artefact control for PPARgamma SRC-2 agonist project, biochemical. TR-FRET artefact counter-screen; stronger effect = higher value. TR-FRET ratio at 8 µM. 200,000 compounds, 0.4% hits. AID 1049, 2008; in the data active = TR-FRET ratio above about 2000; also: inactives centre near 1500
# ROMK primary: ROMK potassium channel modulators, primary screen, cell-based, thallium flux, MLSMR library. 130,000 compounds, 2% hits. ATP-sensitive inward rectifier potassium channel 1 (Homo sapiens), P48048. AID 1918, 2009. Tet-inducible ROMK, thallium flux fluorescence; actives lie on both sides. B-score at 10 µM;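 active = signal ratio slope over the read window, or its plate-corrected B-score, at least 3 SD from the plate mean, either direction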;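 also: B-score of the F/F0 ratio slope over 7 to 12 s after thallium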
# Target sequence (P48048 whole entry, looked up): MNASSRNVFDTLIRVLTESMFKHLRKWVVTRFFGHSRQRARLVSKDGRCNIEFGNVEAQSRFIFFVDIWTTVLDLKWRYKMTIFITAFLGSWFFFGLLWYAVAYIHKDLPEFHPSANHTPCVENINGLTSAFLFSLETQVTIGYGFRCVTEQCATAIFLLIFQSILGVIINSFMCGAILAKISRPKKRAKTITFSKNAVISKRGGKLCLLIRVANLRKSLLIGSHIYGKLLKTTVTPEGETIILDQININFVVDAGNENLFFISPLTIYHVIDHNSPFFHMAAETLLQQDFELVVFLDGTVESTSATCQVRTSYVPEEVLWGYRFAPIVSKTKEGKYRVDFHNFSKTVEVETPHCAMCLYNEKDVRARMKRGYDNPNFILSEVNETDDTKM
# Lmaj promast: Leishmania major promastigote growth inhibition, primary screen; Leishmania major promastigotes, resazurin fluorescence viability; inhibition, % at 10 µM; 200,000 compounds, 9% hits; in the data active = inhibition above about 50%;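 also: promastigotes grown with compound for 44 hours at 28 °C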
# S1P3 antag: S1P3 receptor antagonists, primary screen, cell-based. inhibition, % at 4.98 µM. 170,000 compounds, 0.27% hits. CHO S1P3 NFAT-BLA reporter, FRET fluorescence, antagonist mode. AID 485, 2006;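 active = inhibition above the plate cutoff, the mean inhibition of test wells on that plate plus 3 SD, cut at about 28% in these data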;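 also: cells challenged with S1P at its EC80 of 0.8 µM; blue over green emission ratio from cleaved BLA substrate after 4 h stimulation; 0% = S1P-stimulated wells and 100% = unstimulated DMSO-only wells; some compounds past the cut are filed as inactive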
# Target sequence (Q99500 whole entry, looked up): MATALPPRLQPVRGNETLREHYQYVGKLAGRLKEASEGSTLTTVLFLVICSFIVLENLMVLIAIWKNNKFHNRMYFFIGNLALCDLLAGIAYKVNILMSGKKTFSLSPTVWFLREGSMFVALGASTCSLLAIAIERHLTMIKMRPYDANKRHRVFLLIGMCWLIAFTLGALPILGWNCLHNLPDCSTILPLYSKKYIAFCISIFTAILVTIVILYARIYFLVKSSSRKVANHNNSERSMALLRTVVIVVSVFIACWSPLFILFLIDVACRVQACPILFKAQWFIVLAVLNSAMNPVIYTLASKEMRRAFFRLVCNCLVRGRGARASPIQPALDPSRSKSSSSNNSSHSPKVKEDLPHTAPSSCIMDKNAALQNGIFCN
# Redox H2O2 prof: compounds producing H2O2 with reducing agent – biochemical, NIH compound library profiling, artefact control for MLSCN library redox annotation, primary screen; activation, % at 10 µM; DTT-dependent redox cycling H2O2, phenol red/HRP absorbance; 100% = 100 µM peroxide control, 0% = buffer; 200,000 compounds, 0.03% hits;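 active = activation of at least 50% relative to the plate's high and low controls in the primary single-dose screen; inactive = activation below 50%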;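 also: compound incubated with DTT at 0.8 mM final as the reducing agent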
# PPARg SRC-3 ag: PPARgamma agonists recruiting SRC-3 coactivator, primary screen, biochemical. Peroxisome proliferator-activated receptor gamma (Homo sapiens), P37231. biochemical PPARgamma/SRC-3 coactivator recruitment assay. activation, % at 8 µM. 200,000 compounds, 0.26% hits. AID 731, 2007; in the data active = activation above about 23%;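 also: 0% = DMSO and 100% = reference agonist; some compounds past the cut are filed as inactive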
# An asterisk follows results filed as active; . = not tested or not shown.
entry	canonical_smiles	bIAP inh	RAM network inh	PPARg SRC2 recr	PPARg SRC-1 ag	HMGR II inh	TR-FRET SRC-2 ct	ROMK primary	Lmaj promast	S1P3 antag	Redox H2O2 prof	PPARg SRC-3 ag
1	O=[N+]([O-])c1ccccc1/C=N/n1c(-c2cccnc2)n[nH]c1=S	.	4.0	0	-3	-3	1450	.	8	12	0.1	-2
2	O=C(Cn1cnc2c(cnn2-c2ccccc2)c1=O)OCc1ccccc1	12	2.9	0	-2	-6	1624	.	-3	-4	2.0	6
3	COc1ccc(NC(=S)Nc2ccc(C)c(Cl)c2)cc1OC	7	1.6	-7	-5	2	1436	.	21	1	-0.3	-4
4	CCOC(=O)CSC1=C(C#N)C(c2ccccc2)C(C(C)=O)=C(C)N1 (stereo not drawn)	0	5.7	6	-2	0	1546	-1.9	5	12	0.0	1
5	O=C(Nc1ccc(F)cc1)Nc1ccccc1F	-10	4.4	-2	10	0	1425	0.056	1	-10	0.0	2
6	CCOc1cc(Cl)c(NC(=O)c2ccco2)cc1OCC	28	0.5	0	2	-1	1641	0.28	0	-4	0.1	3
7	CCn1c(CNc2ccccc2Cl)nnc1SCC(=O)OC1CCCCC1	-9	1.4	4	6	-2	1624	-3	3	6	1.2	9
8	COC(=O)c1c(NC(=O)C2c3ccccc3Oc3ccccc32)sc(C)c1C	6	5.4	-4	-2	-8	1518	.	-1	.	-2.6	0
9	Cc1ccccc1NC(=O)CN1C(=O)C2C3CC(C(Br)C3Br)C2C1=O (stereo not drawn)	7	1.3	13	1	-1	1592	.	8	11	0.3	7
10	COC(=O)c1ccc(C(=O)OC)c(NC(=O)COC(=O)C2CCC(C(C)(C)C)CC2)c1 (stereo not drawn)	3	6.5	8	8	-7	1506	.	2	.	0.1	5

# (more compounds)
entry	canonical_smiles	bIAP inh	RAM network inh	PPARg SRC2 recr	PPARg SRC-1 ag	HMGR II inh	TR-FRET SRC-2 ct	ROMK primary	Lmaj promast	S1P3 antag	Redox H2O2 prof	PPARg SRC-3 ag
11	CCC(CC)C(=O)Nc1cc(Cl)ccc1C	0	2.3	2	2	-6	1689	0.3	6	-1	0.2	-5
12	CC(C)(C)C(=O)CSc1nc(N)cc(=O)[nH]1	4	0.9	2	4	-1	1563	-0.28	-3	-22	0.5	1
13	Cc1nc(SCC(=O)Nc2ccccc2C(F)(F)F)c2c(=O)n(C)c(=O)n(C)c2n1	.	.	1	-3	.	1608	.	-6	.	-4.0	-1
14	O=[N+]([O-])c1ccc(C2CCCC/C2=N/OCc2ccccc2F)c([N+](=O)[O-])c1 (stereo not drawn)	26	8.3	-5	-6	-2	1274	.	19	.	-5.9	-3
15	Cc1nn(Cc2ccccc2)c(=O)c2nn(-c3ccc(Cl)cc3)c(C)c12	8	1.4	-1	11	-5	1473	-0.79	26	-10	-0.4	4
16	N/C(=N\c1nc2ccccc2o1)NC(=O)C(Cc1ccccc1)N1C(=O)c2ccccc2C1=O (stereo not drawn)	-7	3.3	7	9	-4	1590	-0.44	-4	10	-0.1	0
17	COCCCN1C(=O)c2ccc(C(=O)Nc3ccc(OC)cc3OC)cc2C1=O	13	2.9	2	-1	-2	1466	.	-7	15	3.5	9
18	Cc1cn(-c2ccccc2)c(C)c1/C=N\Nc1nc(N2CCOCC2)nc(N2CCOCC2)n1	-30	-0.1	3	8	2	1581	.	6	-6	0.4	-2
19	O=C(NCc1cccnc1)C1c2ccccc2C(=O)N1C1CCCCCC1 (stereo not drawn)	4	2.2	2	-6	-5	1542	.	-3	-12	-0.1	-2
20	O=S(=O)([O-])CCC[n+]1c(SCCCS(=O)(=O)O)sc2ccc(Cl)cc21	29	0.5	-3	-3	2	1529	-0.021	17	9	0.0	-5

# (cont.)
entry	canonical_smiles	bIAP inh	RAM network inh	PPARg SRC2 recr	PPARg SRC-1 ag	HMGR II inh	TR-FRET SRC-2 ct	ROMK primary	Lmaj promast	S1P3 antag	Redox H2O2 prof	PPARg SRC-3 ag
21	O=C(O)CN(c1ccccc1[N+](=O)[O-])S(=O)(=O)c1ccccc1	-6	0.0	3	-2	-5	1522	-0.22	5	-21	0.1	1
22	C=CCN=C(NC#N)SCCc1ccccc1	34	1.1	-4	0	-5	1572	-0.49	-8	.	0.6	-3
23	CN1c2ccccc2C2(C)CCCC3=Cc4cccc([N+](=O)[O-])c4OC312 (stereo not drawn)	22	5.0	-8	3	-9	1572	.	25	-9	1.8	-6
24	CSC1=C(C#N)C(c2ccccc2Cl)C2=C(N1)c1ccccc1C2=O (stereo not drawn)	13	3.1	-2	-3	1	1347	-1.8	21	.	-2.6	-5
25	O=C(C1CCCN(Cc2cccs2)C1)N1CCCCCC1 (stereo not drawn)	7	-0.9	2	0	-4	1454	.	4	20	-0.1	1
26	O=C1Nc2ccc([N+](=O)[O-])cc2OC1CCN1CCCC1 (stereo not drawn)	6	0.8	2	0	-8	1703	-0.84	-4	-6	-1.9	4
27	c1ccc(-c2ccc(-c3[nH]ncc3CN3CCC(N4CCSCC4)CC3)cc2)cc1	-27	0.6	-2	-2	-1	1376	0.044	39	-10	-0.5	3
28	CC(C)(C)c1cc(CCC(=O)NNC(=O)c2ccco2)cc(C(C)(C)C)c1O	26	-0.8	12	-9	2	1337	0.72	25	-15	-0.4	-5
29	S=c1[nH]nc(NCCc2ccccc2)s1	13	0.1	3	8	-2	1530	-0.22	-6	-4	1.3	1
30	O=C(CCN1C(=O)C2C3C=CC(C3)C2C1=O)Nc1ccc2ncccc2c1 (stereo not drawn)	-4	1.3	-3	-5	0	1489	.	-1	.	2.0	-18

# The closing 5 entries of the section above come first, to join the parts:
entry	canonical_smiles	bIAP inh	RAM network inh	PPARg SRC2 recr	PPARg SRC-1 ag	HMGR II inh	TR-FRET SRC-2 ct	ROMK primary	Lmaj promast	S1P3 antag	Redox H2O2 prof	PPARg SRC-3 ag
26	O=C1Nc2ccc([N+](=O)[O-])cc2OC1CCN1CCCC1 (stereo not drawn)	6	0.8	2	0	-8	1703	-0.84	-4	-6	-1.9	4
27	c1ccc(-c2ccc(-c3[nH]ncc3CN3CCC(N4CCSCC4)CC3)cc2)cc1	-27	0.6	-2	-2	-1	1376	0.044	39	-10	-0.5	3
28	CC(C)(C)c1cc(CCC(=O)NNC(=O)c2ccco2)cc(C(C)(C)C)c1O	26	-0.8	12	-9	2	1337	0.72	25	-15	-0.4	-5
29	S=c1[nH]nc(NCCc2ccccc2)s1	13	0.1	3	8	-2	1530	-0.22	-6	-4	1.3	1
30	O=C(CCN1C(=O)C2C3C=CC(C3)C2C1=O)Nc1ccc2ncccc2c1 (stereo not drawn)	-4	1.3	-3	-5	0	1489	.	-1	.	2.0	-18
31	CCCNC(=O)Nc1ccc(C(F)(F)F)cc1	5	2.9	-8	-1	-5	1440	-0.79	6	-12	0.8	1
32	O=c1c(Cc2c(F)cccc2Cl)c(O)ccn1CCc1ccccn1	6	1.5	-4	-2	-3	1487	1	-2	-17	-0.3	-1
33	Cc1cc([N+](=O)[O-])ccc1NCc1ccc2ccccc2c1	34	9.8*	1	6	0	1479	0.017	-3	.	-2.9	0
34	O=C(NCCN1CCOCC1)c1ccc2c(c1)N(Cc1c(F)cccc1Cl)C(=O)c1ccccc1S2	-26	0.9	8	9	-2	1620	-2	100*	6	-0.7	5
35	COC(=O)c1ccc2c(=O)[nH]c(CSc3nnc(C(F)(F)F)n3C)nc2c1	2	-0.9	1	-8	-2	1435	0.91	56*	-13	0.0	0
36	COc1ccc(C(O)C(CC(=O)NCCCOC(C)C)C(=O)NCCCOC(C)C)cc1OC (stereo not drawn)	6	-0.1	-7	2	2	1501	.	-2	-15	0.6	1
37	COC(=O)Cc1n[nH]c(=O)c2ccccc12	6	0.8	-9	3	-6	1304	.	1	.	11	-1
38	CCCc1[nH]nc2c1C(/C(C)=C/c1ccccc1)C(C#N)=C(N)O2 (stereo not drawn)	4	1.0	-6	-4	-5	1524	.	18	13	0.2	-3
39	CCN1CCC2(CC1)C(C#N)=C(N)Oc1c2sc2nc(C)cc(C)c12	-7	0.3	0	-1	-2	1464	.	44	0	-0.5	-2
40	CC(=O)N1C(=O)C(=C2C=C(C)OC(C)=C2)c2ccccc21	18	5.1	8	10	-4	1631	.	-2	-18	-1.3	3

# Following part.
entry	canonical_smiles	bIAP inh	RAM network inh	PPARg SRC2 recr	PPARg SRC-1 ag	HMGR II inh	TR-FRET SRC-2 ct	ROMK primary	Lmaj promast	S1P3 antag	Redox H2O2 prof	PPARg SRC-3 ag
41	Cc1cccc(NC(=O)NCCc2c[nH]c3ccccc23)c1	14	0.7	8	1	0	1699	.	89*	.	-3.1	4
42	Cc1nc2nc(SCC(=O)O)nn2c(C)c1Cc1c(F)cccc1Cl	10	3.4	2	2	-1	1556	0.081	-3	22	-0.8	-1
43	COCCN1C(=O)c2oc3ccccc3c(=O)c2C1c1cccc(O)c1 (stereo not drawn)	-1	2.2	1	2	2	1525	.	-5	-25	-0.9	-2
44	COc1c(S(=O)(=O)N2CCN(c3ccc(F)cc3)CC2)ccc(Cl)c1Cl	27	5.0	0	-4	4	1509	-0.25	-1	.	0.0	6
45	COc1ccc(NC(=S)Nc2ccccc2F)c(OC)c1	-4	4.2	5	1	1	1581	.	2	.	1.8	5
46	CC(C)CCn1c(S(=O)(=O)O)nc2ccccc21	-7	1.9	-1	0	-2	1780	.	-6	.	-3.8	5
47	CCCCn1c(SCC(N)=O)nc2ccc(N3CCOCC3)cc2c1=O	-10	5.3	14	6	1	1502	.	0	.	-3.2	7
48	CCOc1cc(CNCCO)c(Cl)cc1OCC(=O)NCCc1ccccc1	-12	-1.3	0	3	-5	1555	.	91*	.	0.2	2
49	COc1ccc(CCn2c(C(C)C)nc3c(c(=O)c4ccccc4n3C)c2=O)cc1	43	8.9*	2	-3	5	1678	.	35	1	0.0	2
50	CN1CCN(CCCNC(=O)c2ccc3c(c2)N(Cc2ccccc2)CCS3)CC1	-23	-0.2	-1	3	1	1689	.	80*	-29	-1.8	-6
51	O=C(Cn1c(C(=O)NCCCN2CCOCC2)cc2sccc21)c1ccccc1	-12	1.7	-7	4	-3	1528	-1	81*	.	1.2	7

# Copied from the list.
# TR-FRET SRC-2 ct result of no. 41 is entered as 1699
# TR-FRET SRC-2 ct result of no. 46 is entered as 1780
